Mtb RmlCD inh – M. tuberculosis RmlC/RmlD coupled enzyme inhibitors, primary screen, biochemical, compound mixtures, 384-well, from 1536-well plates; dTDP-4-dehydrorhamnose reductase (Mycobacterium tuberculosis (strain ATCC 25618 / H37Rv)) …; RmlC+RmlD coupled enzyme assay, percent inhibition; primary screen in compound mixtures; inhibition, % at 3.6 µM; hit rate 0.03% among 160,000; AID 1533, 2009; in the data active = inhibition mostly above about 34%, no sharp cut-off; note: some results filed as inactive read as strong as hits
Target sequence (P9WH09 whole entry, looked up): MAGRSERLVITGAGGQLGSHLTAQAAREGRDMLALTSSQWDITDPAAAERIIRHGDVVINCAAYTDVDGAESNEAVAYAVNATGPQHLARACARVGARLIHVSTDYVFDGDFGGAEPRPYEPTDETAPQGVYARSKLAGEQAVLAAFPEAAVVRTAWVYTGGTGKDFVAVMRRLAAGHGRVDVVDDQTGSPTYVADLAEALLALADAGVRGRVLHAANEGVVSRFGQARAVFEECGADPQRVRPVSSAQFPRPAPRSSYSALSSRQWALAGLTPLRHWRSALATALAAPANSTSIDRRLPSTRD
Target sequence (P9WH11 whole entry, looked up): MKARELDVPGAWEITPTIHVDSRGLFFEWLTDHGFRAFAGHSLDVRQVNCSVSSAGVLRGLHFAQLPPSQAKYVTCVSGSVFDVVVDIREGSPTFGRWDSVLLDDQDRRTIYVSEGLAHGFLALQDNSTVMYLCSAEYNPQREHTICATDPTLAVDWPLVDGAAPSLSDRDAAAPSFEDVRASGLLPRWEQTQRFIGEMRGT
M. tuberculosis GlmU – inhibition of mycobacterial GlmU enzyme – biochemical, glucosamine-1-phosphate acetyltransferase (AID 1376) | M. tuberculosis GlmU acetyltransferase enzyme assay; higher % means a stronger effect | Bifunctional protein GlmU (Mycobacterium tuberculosis (strain ATCC 25618 / H37Rv)) | hit rate 0.25% among 220,000 | inhibition, %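 (tested at 30 µM in the primary screen)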; hits with a dose series show IC50 in µM; in the data active = inhibition above about 13%;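 note: 0% = complete reaction with vehicle and 100% = reaction without substrate; strong numbers were not always called active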
* hit, by the source's call.

What do the screens show for `O=C(NNC(=O)c1ccccc1O)c1ccco1`?
Mtb RmlCD inh: -8; M. tuberculosis GlmU: 3.1%

What do the screens show for `Cc1cc(NC(=O)Cn2cnc3c(cnn3C(C)(C)C)c2=O)no1`?
Mtb RmlCD inh: 6; M. tuberculosis GlmU: -0.4%

What do the screens show for `Cc1ccc(NC(=S)NC(C)(C)C)c([N+](=O)[O-])c1`?
Mtb RmlCD inh: 16; M. tuberculosis GlmU: -2.0%

What do the screens show for `Cn1c(COc2ccccc2)nnc1SCC(=O)Nc1ccc2c(c1)OCO2`?
M. tuberculosis GlmU: 0.8%

How did Nc1ncc(N=Nc2cc(C(=O)O)ccc2Cl)s1 do in these assays?
Mtb RmlCD inh: 6; M. tuberculosis GlmU: 14%*

What do the screens show for `COc1cccc(NC(=O)C2CCN(S(C)(=O)=O)CC2)c1`?
Mtb RmlCD inh: 7; M. tuberculosis GlmU: -1.1%

How did O=C(/C=C/c1c[nH]c2ccccc12)c1c(O)n(CCc2ccccc2)c(=O)[nH]c1=O do in these assays?
Mtb RmlCD inh: 11; M. tuberculosis GlmU: -0.4%

How did CCn1c(CSc2nc3ccccc3s2)nnc1SCC(=O)OC(C)(C)C do in these assays?
Mtb RmlCD inh: -1; M. tuberculosis GlmU: 0.7%

What do the screens show for `CN(C)CCCNc1nc(-c2ccccc2)c2c(c1C#N)CC(C)(C)OC2`?
Mtb RmlCD inh: 4; M. tuberculosis GlmU: 0.9%

What do the screens show for `COc1ccc(CNCCNC(=O)c2nonc2N)cc1OC`?
Mtb RmlCD inh: 2; M. tuberculosis GlmU: -5.8%

Results for O=C(/C=C/c1ccccc1)Nn1cnc2ccccc2c1=O ?
Mtb RmlCD inh: 4; M. tuberculosis GlmU: 2.0%

How did CC(=O)Nc1cccc(C(=O)N/N=C/c2ccc(F)cc2)c1 do in these assays?
Mtb RmlCD inh: 3; M. tuberculosis GlmU: 2.0%

Results for Cc1nc(C(=O)NCc2ccccc2)sc1C1(C)CC(c2cccc([N+](=O)[O-])c2)=NO1 (centres undefined) ?
M. tuberculosis GlmU: 0.5%

What do the screens show for `O=c1c2ccccc2c(-c2n[nH]c(=S)o2)nn1Cc1ccccc1`?
Mtb RmlCD inh: -1; M. tuberculosis GlmU: 3.2%

How did O=C(CCc1ccccc1)Nc1ccc(NC(=O)c2ccco2)nc1 do in these assays?
Mtb RmlCD inh: 4; M. tuberculosis GlmU: 22%

How did O=C(NCCC1=CCCCC1)NC1CCCCC1 do in these assays?
Mtb RmlCD inh: 0; M. tuberculosis GlmU: 0.7%

What do the screens show for `CCCCN1C(=O)NC(=O)C2(Cc3ccccc3N3CCOCC32)C1=O` (centres undefined)?
Mtb RmlCD inh: 15; M. tuberculosis GlmU: 1.3%

Results for Cc1cc(C)cc(C(=O)NCC(=O)OCC(=O)N2CCN(S(=O)(=O)c3ccc4ccccc4c3)CC2)c1 ?
Mtb RmlCD inh: 35; M. tuberculosis GlmU: -4.4%

Results for Cc1cc(C(=O)CS(=O)(=O)c2ccccc2)cc(C)c1OC(=O)N(C)C ?
Mtb RmlCD inh: 2; M. tuberculosis GlmU: 0.6%

What do the screens show for `CCN(CC)S(=O)(=O)c1ccc2c(c1)nc(SC(C)C(N)=O)n2-c1ccc(OC)cc1` (centres undefined)?
M. tuberculosis GlmU: 2.9%

What do the screens show for `CCOC(=O)C1=C(c2ccccc2)NC(=S)NC1c1cccc([N+](=O)[O-])c1` (centres undefined)?
Mtb RmlCD inh: 6; M. tuberculosis GlmU: 4.1%

What do the screens show for `CC(=O)Nc1ccc(NC(=O)C2CC(=O)N(Cc3ccccc3)C2)cc1` (centres undefined)?
Mtb RmlCD inh: 48

Results for N/C(=N\OC(=O)CCN1C(=O)c2ccccc2C1=O)c1ccccn1 ?
Mtb RmlCD inh: -1; M. tuberculosis GlmU: -1.6%

How did COC(C[C@@H](O)C[C@@H](O)[C@@H](C)OCc1ccccc1)OC do in these assays?
M. tuberculosis GlmU: 4.3%

How did CC(Sc1nc(N)cc(=O)[nH]1)C(=O)NC1CCCCC1 (centres undefined) do in these assays?
M. tuberculosis GlmU: 1.3%

How did O=C(O)c1ccc2nc3c(nc2c1)-c1ccccc1C3=O do in these assays?
Mtb RmlCD inh: 2; M. tuberculosis GlmU: -0.1%

Results for COc1cc2c(cc1OC)CN(CC(=O)Nc1ccc3c(c1)OCO3)CC2 ?
M. tuberculosis GlmU: -0.4%

Results for O=C(CCCOc1ccc(Cl)cc1Cl)N/N=C/c1cccc([N+](=O)[O-])c1 ?
Mtb RmlCD inh: -10; M. tuberculosis GlmU: -4.7%

What do the screens show for `O=S(=O)(Cc1ccccc1Cl)Nc1ccccn1`?
Mtb RmlCD inh: -5; M. tuberculosis GlmU: 6.3%

What do the screens show for `COC(=O)Cc1cc(=O)[nH]c(Nc2nc3ccccc3o2)n1`?
M. tuberculosis GlmU: -2.4%

How did CS(=O)(=O)N(CC(=O)Nc1ccc(S(=O)(=O)N2CCOCC2)cc1)c1cccc(F)c1 do in these assays?
M. tuberculosis GlmU: 6.5%

How did COc1ccc(NC(=O)c2ccc(Cl)c(S(=O)(=O)N3CCc4ccccc4C3)c2)cn1 do in these assays?
Mtb RmlCD inh: 3; M. tuberculosis GlmU: -1.1%

What do the screens show for `Cc1cc(NC(=O)CSc2nnc3c(C)cc4c(C)ccc(C)c4n23)no1`?
M. tuberculosis GlmU: 1.8%

How did CCc1ccc(OCC(=O)NCc2ccco2)c(Br)c1 do in these assays?
Mtb RmlCD inh: 4; M. tuberculosis GlmU: 1.2%

What do the screens show for `CCOC(=O)C(=O)c1cn(C2OCC(OC(C)=O)C(OC(C)=O)C2OC(C)=O)c2ccccc12` (centres undefined)?
Mtb RmlCD inh: -11; M. tuberculosis GlmU: 2.1%

Results for COCCNC(=O)CN1CCN(Cc2cccc(Cl)c2)C1=O ?
Mtb RmlCD inh: 10; M. tuberculosis GlmU: 6.5%

What do the screens show for `CC(C)C(C(=O)O)N1C(=O)/C(=C/c2cccn2C)SC1=S` (centres undefined)?
Mtb RmlCD inh: 11; M. tuberculosis GlmU: 3.9%

How did COc1ccc(CCn2c(-c3ccc(Cl)cc3)n[nH]c2=S)cc1OC do in these assays?
M. tuberculosis GlmU: 1.1%

How did O=C(CCNc1ccc(F)cc1)c1cc2ccccc2o1 do in these assays?
Mtb RmlCD inh: 4; M. tuberculosis GlmU: 1.6%

What do the screens show for `O=C(O)c1cccc(S(=O)(=O)Nc2ccc3oc(=O)sc3c2)c1`?
Mtb RmlCD inh: 3; M. tuberculosis GlmU: 4.5%

What do the screens show for `CC(C)CNC(=O)COC(=O)c1ccc(F)cc1Cl`?
Mtb RmlCD inh: -9; M. tuberculosis GlmU: 0.3%

How did O=C(Nc1nc(=S)ss1)c1c(F)cccc1F do in these assays?
Mtb RmlCD inh: 14; M. tuberculosis GlmU: 2.0%

How did O=C(CSc1nnc(NC(=O)c2ccco2)s1)NCc1ccc2c(c1)OCO2 do in these assays?
Mtb RmlCD inh: -3; M. tuberculosis GlmU: 2.1%

How did O=C(Cn1nnc2ccccc2c1=O)NCC1CCC(C(=O)O)CC1 (centres undefined) do in these assays?
M. tuberculosis GlmU: 0.1%

How did COC(=O)CCC(=O)NNC(=O)CCCOc1ccc(Cl)cc1Cl do in these assays?
Mtb RmlCD inh: 18; M. tuberculosis GlmU: 0.1%

How did Cc1ccc(-c2csc3ncnc(N4CCc5ccccc5C4)c23)cc1 do in these assays?
Mtb RmlCD inh: -4; M. tuberculosis GlmU: -0.4%

What do the screens show for `CC1=C(C(=O)OCC2CCCO2)C(c2cccc(C(F)(F)F)c2)C2=C(CC(c3ccco3)CC2=O)N1` (centres undefined)?
M. tuberculosis GlmU: -2.5%

What do the screens show for `COc1ccccc1NS(=O)(=O)c1cccc(C(=O)NN=C2CCCCCC2)c1`?
Mtb RmlCD inh: -14; M. tuberculosis GlmU: 2.2%

Filtered by structure: the entries above with a furan ring, fused or not
What do the screens show for `O=C(NNC(=O)c1ccccc1O)c1ccco1`?
Mtb RmlCD inh: -8; M. tuberculosis GlmU: 3.1%

How did O=C(CCc1ccccc1)Nc1ccc(NC(=O)c2ccco2)nc1 do in these assays?
Mtb RmlCD inh: 4; M. tuberculosis GlmU: 22%

How did CCc1ccc(OCC(=O)NCc2ccco2)c(Br)c1 do in these assays?
Mtb RmlCD inh: 4; M. tuberculosis GlmU: 1.2%

How did O=C(CCNc1ccc(F)cc1)c1cc2ccccc2o1 do in these assays?
Mtb RmlCD inh: 4; M. tuberculosis GlmU: 1.6%

How did O=C(CSc1nnc(NC(=O)c2ccco2)s1)NCc1ccc2c(c1)OCO2 do in these assays?
Mtb RmlCD inh: -3; M. tuberculosis GlmU: 2.1%

What do the screens show for `CC1=C(C(=O)OCC2CCCO2)C(c2cccc(C(F)(F)F)c2)C2=C(CC(c3ccco3)CC2=O)N1` (centres undefined)?
M. tuberculosis GlmU: -2.5%

Later entries
What do the screens show for `COc1cc(OC)cc(-c2cc(N)n(S(=O)(=O)c3cccc4nsnc34)n2)c1`?
Mtb RmlCD inh: -4; M. tuberculosis GlmU: 4.8%

What do the screens show for `Cc1ccc(S(=O)(=O)N(C)Cc2ccc(C(=O)N/N=C3\CC(=O)CC(C)(C)C3)cc2)cc1`?
Mtb RmlCD inh: 1; M. tuberculosis GlmU: 5.7%

Results for COc1ccc(CCNC2CC(C)N(C)CC2C)cc1OC (centres undefined) ?
Mtb RmlCD inh: 7; M. tuberculosis GlmU: 1.3%

Results for Cc1ccc(C(=O)/C=C/c2ccc(-c3ccccc3[N+](=O)[O-])o2)cc1 ?
M. tuberculosis GlmU: 6.8%

What do the screens show for `Cc1cccc(NC(=O)c2sc3nc4c(c(-c5cccs5)c3c2N)CN(C)CC4)c1`?
Mtb RmlCD inh: -4; M. tuberculosis GlmU: -0.7%

How did COc1ccc(C)cc1NC(=O)CN1C(=O)c2cccc3cccc1c23 do in these assays?
Mtb RmlCD inh: 2; M. tuberculosis GlmU: -4.3%

Results for Cc1ccc(CNc2cnccn2)cc1 ?
Mtb RmlCD inh: 4; M. tuberculosis GlmU: -3.0%

Results for CCOC(=O)C1CCN(S(=O)(=O)c2ccc(-c3cc(C(F)(F)F)n(C)n3)s2)CC1 ?
Mtb RmlCD inh: -1; M. tuberculosis GlmU: 0.6%

Results for O=C(NCCCN1CCCC1=O)c1ccc2c(=O)n(-c3ccccc3F)c(=S)[nH]c2c1 ?
Mtb RmlCD inh: 3; M. tuberculosis GlmU: 1.0%

Results for O=C1NC(c2ccc(Cl)c([N+](=O)[O-])c2)Nc2ccccc21 (centres undefined) ?
Mtb RmlCD inh: -6; M. tuberculosis GlmU: -1.5%

Results for CCCCNC(=O)c1ccc2c(SCC(=O)O)c3c(nc2c1)CCCC3 ?
Mtb RmlCD inh: 6; M. tuberculosis GlmU: 0.1%

How did Cc1ccccc1-n1nnnc1SC(C)C(=O)NC1CCCc2ccccc21 (centres undefined) do in these assays?
Mtb RmlCD inh: -6; M. tuberculosis GlmU: 5.3%

Two entries drawn at random from those above, as already listed:
What do the screens show for `CCOC(=O)C(=O)c1cn(C2OCC(OC(C)=O)C(OC(C)=O)C2OC(C)=O)c2ccccc12` (centres undefined)?
Mtb RmlCD inh: -11; M. tuberculosis GlmU: 2.1%

What do the screens show for `Cc1cc(NC(=O)Cn2cnc3c(cnn3C(C)(C)C)c2=O)no1`?
Mtb RmlCD inh: 6; M. tuberculosis GlmU: -0.4%

Going on with the list.
How did O=C(CN1CCN(Cc2ccccc2)CC1)Nc1ccc([N+](=O)[O-])cc1C(=O)Nc1ccccc1F do in these assays?
Mtb RmlCD inh: 15; M. tuberculosis GlmU: -0.6%

How did O=c1[nH]c(CN2CCN(CCO)CC2)nc2ccccc12 do in these assays?
Mtb RmlCD inh: 8; M. tuberculosis GlmU: -3.1%

How did CCNC(=O)C1CCCN1S(=O)(=O)c1ccc(OC)cc1 (centres undefined) do in these assays?
Mtb RmlCD inh: -4; M. tuberculosis GlmU: 0.1%

How did COc1cc(OC)cc(C(=O)NCCNC(=O)c2ccccc2)c1 do in these assays?
Mtb RmlCD inh: -1; M. tuberculosis GlmU: 4.4%

Results for CCSC1=N/C(=C\c2ccccc2)C(=O)N1c1ccc(OC)cc1 ?
Mtb RmlCD inh: 60; M. tuberculosis GlmU: 5.3%

How did CCOC(=O)C1CCN(c2nnc(N3CCCC3=O)s2)CC1 do in these assays?
Mtb RmlCD inh: -6; M. tuberculosis GlmU: 1.1%

What do the screens show for `CC(=O)Cc1nsc(NC(=O)c2cc(-c3cccc(C(F)(F)F)c3)oc2C)n1`?
M. tuberculosis GlmU: 2.0%

How did Cc1ccc(NC(=O)c2ccc(-c3nn(C)c(=O)c4ccccc34)cc2)c(C)c1 do in these assays?
Mtb RmlCD inh: 0; M. tuberculosis GlmU: 1.5%

Results for Cc1ccccc1OCC1CNC(=O)O1 (centres undefined) ?
Mtb RmlCD inh: -4; M. tuberculosis GlmU: -1.6%

Results for CC1CC(C)CN(c2ncnc3c2cnn3C)C1 (centres undefined) ?
Mtb RmlCD inh: 0; M. tuberculosis GlmU: -3.8%

What do the screens show for `Cn1c(=O)c2c(nc(OC/C=C/c3ccccc3)n2C)n(C)c1=O`?
M. tuberculosis GlmU: -6.0%

How did CC(C)(C)CC(=O)N1CCC(c2nc3c(nnn3Cc3c(F)cccc3Cl)c(=O)[nH]2)CC1 do in these assays?
Mtb RmlCD inh: 5; M. tuberculosis GlmU: -4.9%

How did CC(OC(=O)c1oc2ccccc2c1COc1ccccc1)C(=O)NC(N)=O (centres undefined) do in these assays?
M. tuberculosis GlmU: 1.7%

Compound activity deposited in PubChem BioAssay by several laboratories.

Not all compounds are listed. The share of hits here may be higher or lower than overall.
